# CHO-K1 Ca antag – counter-screen for M1 antagonists: effect in parental CHO-K1 cells | ATP-induced calcium, Fluo-8 fluorescence | inhibition, % at 3 µM | actives 0.6% (n = 360,000) | AID 602250;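 active means inhibition above a per-plate cutoff, the plate's mean sample inhibition plus 3 SD, cut at about 24% in these data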;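 further: 0% = DMSO plus EC80 ATP and 100% = DMSO alone without ATP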
# M1 PAM parental – nonselective calcium activators in parental CHO-K1 cells, primary screen, counter-screen for M1 PAM project, cell-based, Fluo-8 calcium fluorescence, full deck, 1536-well; ATP EC20; 0% at ATP EC20, 100% at ATP max; activation, % at 3 µM; actives 0.02% (n = 360,000); AID 602247, 2012;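 active means activation above the run cutoff, the mean activation of all test compounds plus 3 SD, cut at about 40% in these data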;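 further: peak over basal fluorescence ratio in a 140 s read after ATP addition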
# CHRM1 agonist – human M1 muscarinic receptor agonists, primary screen, Fluo-8 calcium fluorescence, CHO-K1 cells, HTS. Muscarinic acetylcholine receptor M1 (Homo sapiens), P11229. CHO-K1 hM1, agonist mode; 0% DMSO, 100% acetylcholine EC100. activation, % at 3 µM. actives 0.33% (n = 360,000). AID 588814, 2011;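 active means activation above the run's mean compound activation plus 3 SD, cut at about 16% in these data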;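 further: peak over basal fluorescence ratio within a 140 s kinetic read after compound addition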
# Target sequence (P11229 whole entry, looked up): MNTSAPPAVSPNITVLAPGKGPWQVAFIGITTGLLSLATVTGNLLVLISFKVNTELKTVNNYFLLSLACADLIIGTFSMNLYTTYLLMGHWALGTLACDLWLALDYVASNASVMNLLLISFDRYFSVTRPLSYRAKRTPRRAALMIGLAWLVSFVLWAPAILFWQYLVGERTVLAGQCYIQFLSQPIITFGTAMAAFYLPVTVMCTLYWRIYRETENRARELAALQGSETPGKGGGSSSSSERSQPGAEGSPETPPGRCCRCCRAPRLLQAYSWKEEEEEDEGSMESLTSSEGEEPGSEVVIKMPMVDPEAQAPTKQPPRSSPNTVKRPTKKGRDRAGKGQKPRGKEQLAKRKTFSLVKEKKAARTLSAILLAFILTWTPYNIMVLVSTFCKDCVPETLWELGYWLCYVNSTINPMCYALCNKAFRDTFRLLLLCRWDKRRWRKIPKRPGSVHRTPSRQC
# M1 ag parental – counter-screen for M1 agonists: effect in parental CHO-K1 cells; AID 602248, 2012; Fluo-8 calcium fluorescence; scaled to maximal ATP response, vehicle zero; actives 0.48% (n = 360,000); activation, % at 3 µM; in the data active means activation above about 15%;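 further: untransfected CHO-K1 host cells lacking M1 receptor as counterscreen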
# TAAR1 ag – human TAAR1 agonists, primary screen, Fluo-8 calcium fluorescence, CHO RD-HGA16 cells; Trace amine-associated receptor 1 (Homo sapiens), Q96RJ0; vehicle wells 0%, saturating PEA agonist 100%; activation, % at 3 µM; actives 0.99% (n = 360,000); AID 624467, 2012;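 active means activation above the mean activation of all test compounds in the run plus 3 SD, cut at about 38% in these data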
# Target sequence (Q96RJ0 whole entry, looked up): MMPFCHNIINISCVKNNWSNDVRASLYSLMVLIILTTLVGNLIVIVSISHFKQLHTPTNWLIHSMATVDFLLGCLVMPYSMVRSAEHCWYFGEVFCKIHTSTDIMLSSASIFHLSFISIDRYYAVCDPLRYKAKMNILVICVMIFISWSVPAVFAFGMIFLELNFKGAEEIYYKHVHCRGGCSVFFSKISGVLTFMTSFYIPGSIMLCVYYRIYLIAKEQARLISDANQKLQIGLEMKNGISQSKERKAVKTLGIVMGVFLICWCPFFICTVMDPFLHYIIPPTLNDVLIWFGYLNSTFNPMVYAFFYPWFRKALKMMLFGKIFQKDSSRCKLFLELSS
#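 Repeats: no replicates (n 1) | Material: CHO-derived RD-HGA16 cells with stable Gα16 and human TAAR1 | Technique: Kinetic Fluo-8 calcium fluorescence | Schedule: 17-24 h seeding, 75 min 37 °C dye, 30 min RT | Evaluation: % activation from peak over basal fluorescence ratio, DMSO-to-PEA scaled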
# TAAR1 antagonist – human TAAR1 antagonists, primary screen, Fluo-8 calcium fluorescence, CHO RD-HGA16 cells. antagonist. inhibition, % at 3 µM. actives 1.5% (n = 360,000). AID 624466, 2012;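 active means inhibition above a per-plate cutoff, the mean inhibition of test compounds on that plate plus 3 SD, cut at about 49% in these data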;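 further: 0% = DMSO plus EC80 beta-PEA response and 100% = DMSO alone without agonist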
#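 Assay system: CHO-derived RD-HGA16 cells stably expressing human TAAR1 plus Gα16. Timing: 140 s kinetic read after compound, 140 s after agonist. Technique: kinetic Fluo-8 calcium fluorescence measurement. Measure: % inhibition of agonist calcium response.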
# CHRM1 PAM – human M1 muscarinic receptor positive allosteric modulators, primary screen, CHO-K1 cells, Fluo-8 calcium fluorescence, 1536-well. CHO-K1 hM1, ACh EC20; 0% = ACh EC20, 100% = maximal ACh. activation, % at 3 µM. actives 0.088% (n = 360,000). Muscarinic acetylcholine receptor M1 (Homo sapiens), P11229; in the data active means activation above about 19%, passing the limit was not always enough
# M1 antag – human M1 muscarinic receptor antagonists, primary screen, CHO-K1 cells, Fluo-8 calcium fluorescence, 1536-well; actives 1.3% (n = 360,000); CHO-K1 hM1, ACh EC80 antagonist; AID 588852, 2011; inhibition, % at 3 µM;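 active means percent inhibition above its own plate's cutoff, namely the mean of that plate's compound wells plus 3 SD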;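 further: peak over basal fluorescence ratio during 140 s after agonist addition; 0% = ACh EC80 plus DMSO and 100% = DMSO alone without agonist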
# CHO parental Ca – ATP-evoked calcium signal inhibitors, parental CHO, primary screen, counter-screen for OX1R antagonist project, cell-based, fluorescence, Fluo-8 calcium dye. parental CHO-K1, ATP-induced calcium, Fluo-8 fluorescence. inhibition, % at 5.6 µM. actives 0.63% (n = 330,000). AID 463079, 2010;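 active means inhibition above that plate's mean sample inhibition plus 3 SD, cut at about 26% in these data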;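 further: 0% = ATP-challenged DMSO wells and 100% = DMSO wells without ATP; some compounds past the cut are filed as inactive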
#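 Assay system: untransfected parental CHO cell line. Also added: ATP agonist challenge. Dosing: one dose, 5.6 µM nominal. Measured by: Fluo-8 fluorescence. Read-out: % inhibition. Benchmarks: ATP wells versus no-ATP DMSO wells. Repeats: no replicates.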
# * marks the source's active call; other numbers are inactive results; x = no result given.
SMILES,CHO-K1 Ca antag,M1 PAM parental,CHRM1 agonist,M1 ag parental,TAAR1 ag,TAAR1 antagonist,CHRM1 PAM,M1 antag,CHO parental Ca
Cc1cccnc1C(NC(=O)C1CCN(Cc2ccc(Oc3ccccc3)cc2)CC1)c1ccccc1 (stereo not given),0,1,-9,0.5,x,x,-20,27*,x
Cc1cc(C)nc(/N=C(\N)Nc2ccc(S(=O)(=O)Nc3nccc(C)n3)cc2)n1,8,6,-11,-0.5,3,-3,-3,7,14
COc1ccc(-n2nc(C)cc2N)cc1,-14,26,-3,1.4,8,9,13,-8,7
Cc1ccc(Cc2c(C)nc3nc(SCC(=O)NCc4ccco4)nn3c2C)cc1,-12,1,-3,0.7,21,4,11,-14,-20
Cc1ccccc1SCC(=O)OCC(=O)N(C)c1c(N)n(Cc2ccccc2)c(=O)[nH]c1=O,-6,9,1,0.3,1,-4,22,-14,0
ON(CCc1ccccn1)Cc1ccccc1,-5,0,-2,0.3,7,6,1,-5,x
CCCCN1CC2=C(C1=O)C(c1ccc(O)cc1)NC(=O)N2C (stereo not given),-7,-9,1,1.1,1,-3,8,-1,8
O=C1CCC(c2ccc(-n3ccnc3)cc2)=NN1,-1,15,-2,0.1,0,5,4,-22,0
COc1ccc(C(=O)N[C@H]2CCCCNC2=O)cc1OC1CCN(C(C)C)CC1,-5,-16,-5,-0.1,5,-23,-5,5,-5
CCOc1ccc(Br)cc1CN(CC)CC,-3,1,-2,0.2,1,-8,3,-2,-1
Cn1nc(C(F)(F)F)c2cc(C(=O)Nc3ccc(Cl)cc3)sc21,-4,14,2,1.4,15,10,-15,15,-10
O=C(NC(=S)Nc1ccccc1)c1csnn1,-12,0,-4,-0.1,1,-14,-5,8,4
CCNC(=O)C12CCC(C)(c3nc4cc(C)c(C)cc4nc31)C2(C)C (stereo not given),-10,15,-2,0.1,17,-16,5,-1,-13
Cc1cc(NCc2ccccn2)n2c(nc3ccccc32)c1C#N,-14,19,-4,0.5,-1,-15,10,-9,x
Cc1ccc(NC(=O)CNS(=O)(=O)c2ccc(F)cc2)cc1C,4,-9,-4,0.8,5,0,4,5,-13
COc1cc(NS(=O)(=O)c2ccc(N/C=C\C(=O)c3ccc(C)cc3)cc2)nc(OC)n1,2,11,-3,-0.3,0,6,-3,-3,-3
O=C(CSc1ccccc1C(=O)N1CCCCC1)NCC1CCCCC1,-17,21,-4,1.7,1,-15,7,-4,-23
C=C(C)c1cccc(C(C)(C)NC(=O)Nc2ncccn2)c1,-17,17,1,7.7,-2,-10,-2,-6,-19
CC1CCCCN1C(=O)c1cc(S(=O)(=O)N2CCOCC2)ccc1Cl (stereo not given),-17,7,-3,0.9,1,9,6,1,-9
CC(=O)c1c(-c2ccc(C)cc2)nc2c3ccccc3ccn12,-15,12,-5,3.4,21,12,-1,14,-15
CCCCNC(=S)Nc1cccc2cnccc12,1,4,-5,3.3,10,0,-1,-10,0
Nc1ncnc2c1ncn2[C@@H]1O[C@H](C(=O)N[C@@H](CO)Cc2ccccc2)[C@@H](O)[C@H]1O,-8,8,-2,0.1,2,-10,1,-16,x
O=C(NC(Cc1ccccc1)C(=O)O)/C(=C/c1ccccc1)NC(=O)c1ccccc1 (stereo not given),24,-12,-1,-0.4,0,-28,-9,10,-6
COc1cc(-c2cc(C(=O)Nc3ccncc3)c3ccccc3n2)cc(OC)c1OC,-5,-5,-2,5.9,23,61*,-12,26,-23
O=C(/C=C/c1ccc(Cl)cc1Cl)N(Cc1ccc(Cl)cc1)C1CCS(=O)(=O)C1 (stereo not given),2,14,-6,0.3,2,-7,7,-9,-14
S=C1NC2(CCCC2)N=C1c1ccccc1,-6,-7,-3,0.7,0,-22,-3,7,-13
COC(=O)C1C2C=CC3(CN(c4cccc(Cl)c4)C(=O)C13)O2 (stereo not given),-3,5,-3,0.2,1,5,2,-4,-3
CC(OC(=O)C1CC2CCCC(C1)C2=O)C(=O)Nc1cccc([N+](=O)[O-])c1 (stereo not given),-1,3,-5,0.6,8,-8,7,-6,-8
CC(C)OC(=O)/C(=C\c1cccc2ccccc12)NC(=O)c1ccccc1,-7,14,-8,1.6,2,12,4,-4,-14
COc1cc(NC(=O)C2CCN(S(=O)(=O)c3cccnc3)CC2)cc(OC)c1OC,-3,-1,-3,0.3,5,-19,14,-14,-9
O=C(Oc1ccc2c(c1)CCC2)N1CCOCC1,-15,20,-2,1.6,0,-5,9,-10,-1
CCN(C(=O)Nc1ccccc1OC)c1c(N)n(Cc2ccccc2)c(=O)[nH]c1=O,-6,6,-3,-0.1,1,-9,1,7,-12
O=C(CCN1C(=O)c2ccccc2C1=O)N1CCOCC1,-4,7,-4,0.5,2,-4,5,-5,-6
CCOc1ccccc1N1CCN(Cc2c(C)n(C)n(-c3ccccc3)c2=O)CC1,-5,7,-4,6.0,x,x,-12,24,-19
CCOc1cc2c(C#N)c(N(CC)CC)nc(N)c2c(N)n1,-9,4,0,0.9,11,-7,5,-15,-13
CCN(CC)S(=O)(=O)c1cc(NC(=O)CCCOc2ccc(C(C)=O)cc2)ccc1C,-5,25,-7,9.5,7,22,1,-1,-4

# Quoted at random: 3 records from the list.
SMILES,CHO-K1 Ca antag,M1 PAM parental,CHRM1 agonist,M1 ag parental,TAAR1 ag,TAAR1 antagonist,CHRM1 PAM,M1 antag,CHO parental Ca
O=C(/C=C/c1ccc(Cl)cc1Cl)N(Cc1ccc(Cl)cc1)C1CCS(=O)(=O)C1 (stereo not given),2,14,-6,0.3,2,-7,7,-9,-14
CCOc1cc2c(C#N)c(N(CC)CC)nc(N)c2c(N)n1,-9,4,0,0.9,11,-7,5,-15,-13
O=C(CCN1C(=O)c2ccccc2C1=O)N1CCOCC1,-4,7,-4,0.5,2,-4,5,-5,-6

# Going on with the list.
SMILES,CHO-K1 Ca antag,M1 PAM parental,CHRM1 agonist,M1 ag parental,TAAR1 ag,TAAR1 antagonist,CHRM1 PAM,M1 antag,CHO parental Ca
O=C(NC1CC1)C(Cc1ccccc1)NS(=O)(=O)c1ccccc1F (stereo not given),1,3,6,11,-1,-2,12,-7,-6
CC(C)(C)OC(=O)N1CCC(NC(=O)c2[nH]cnc2C(=O)Nc2ccccc2)CC1,-10,-10,0,-0.4,3,2,7,0,-20
CCCOc1ccc2c(=O)c(N3C(=O)c4ccccc4C3=O)c(C)oc2c1,-4,17,-5,0.9,3,18,-2,0,-25
CCOc1ccc(S(=O)(=O)Nc2nc3ccccc3nc2-n2ccc(=NC(=O)c3ccccc3C)cc2)cc1,25*,-4,21*,24*,12,-19,-9,26,-6
Cc1ccc(S(=O)(=O)N(Cc2ccccc2)c2ccccc2C(=O)Nc2ccccc2C(=O)NCc2ccco2)cc1,-7,15,-9,1.6,4,-4,-2,-6,14
CSc1sc(C)cc1C=O,-5,26,-6,2.6,11,9,13,-7,-8
CCOc1ccc(CCNS(=O)(=O)c2ccc3c(c2)N(C(C)=O)CCO3)cc1OCC,-9,24,-1,1.8,3,-14,6,-9,-24
CC(=O)CCc1oc2ccc(NC(C)=O)cc2c1-c1ccc(C)o1,-12,17,1,0.9,x,x,8,-9,-13
N[C@@H](Cc1ccccc1)c1nnc(SC/C=C/c2ccccc2)o1,-5,15,1,5.3,3,-19,9,-8,-13
Cc1ccc(NC(=O)C2CCN(S(=O)(=O)c3c(C)noc3/C=C/N(C)C)CC2)cc1,2,-9,-2,0.7,1,0,-3,4,8
COc1cc(-c2c(C#N)c(N)nc3[nH]c(=S)[nH]c(=O)c23)ccc1O,13,-5,-4,5.2,5,-5,6,-1,5
COCc1cc(C)nc(OCC(=O)N/N=C/c2ccc(OC)c(OC)c2)c1C#N,-8,19,-10,0.2,1,3,6,-13,-5
CN(C)CCN(C(=O)C1CCN(S(=O)(=O)c2cccs2)CC1)c1nc2c(F)cccc2s1,-2,-3,-2,0.7,1,-1,5,-6,-10
Cc1ccc(S(=O)(=O)/C(C#N)=C/c2c(N3CCC(C(N)=O)CC3)nc3c(C)cccn3c2=O)cc1,-5,22,-6,0.8,4,27,1,-5,-31
CCC(=O)Nc1ccc(/C(C)=N/NC(=O)c2c(-c3ccccc3Cl)noc2C)cc1,-4,9,-4,0.8,1,-2,4,6,-12
COc1ccccc1CCC(=O)NC1CCCN(c2ccc(C(F)(F)F)cn2)C1 (stereo not given),11,10,-4,0.3,-2,-13,9,-11,-18
O=C(CCc1ccccc1)Nc1ccnn1C1CCN(Cc2ccc(OCCO)cc2)CC1,-9,-6,-3,-0.3,3,-12,-2,7,-9
COC(=O)C1=C(C)Nc2nc3ccccc3n2C1c1cc(OC)c(OC)c(OC)c1 (stereo not given),0,20,-5,17*,1,-14,1,-8,-18
Cc1ccccc1Cn1c(=N)n(CC(=O)c2ccco2)c2ccccc21,0,2,-3,1.1,10,2,2,-1,-21
O=[N+]([O-])c1ccc2nc(CN3CCCCC3)[nH]c2c1,-4,1,-12,0.3,4,-1,10,-4,-4
Cc1ccc2nc(-c3ccc(NC(=O)C(C)Sc4nncs4)cc3)sc2c1 (stereo not given),5,-9,3,5.3,5,40,-1,13,22
OC1(c2ccc(F)cc2)CCN(Cc2ccccc2)C1 (stereo not given),-4,-3,-6,0.2,1,0,-1,-4,-11
S=C(Nc1ccc(Cl)c(Cl)c1)N1CCCC1,-12,-6,-3,0.9,0,9,6,-7,-10
Cc1ccc(C2(C)NC(=O)N(CC(=O)NNC(=O)c3ccccc3)C2=O)cc1 (stereo not given),1,17,-2,0.3,8,8,7,-13,-11
O=C(Nc1ccc(F)c(Cl)c1)C1Cc2c(-c3ccc(Cl)cc3)ccnc2O1 (stereo not given),-2,-4,0,0.6,2,-3,-2,-1,x
Cc1ccc(S(=O)(=O)N(CCCN(C)C)Cc2ccc3c(c2)OCO3)cc1,-13,18,-8,2.0,0,-4,10,-14,-9
Cc1ccc(CC(CC(=O)O)C(=O)NC2CCCCC2)cc1 (stereo not given),1,12,-6,0.6,8,8,3,-4,-4
COc1cc(OC)c2c(-c3cccc(-c4ccc(F)c(Cl)c4)c3)cc(=O)oc2c1,-26,40,-3,0.8,2,-11,-4,1,-42

# Of the compounds above, two contain a nitro group on carbon.
SMILES,CHO-K1 Ca antag,M1 PAM parental,CHRM1 agonist,M1 ag parental,TAAR1 ag,TAAR1 antagonist,CHRM1 PAM,M1 antag,CHO parental Ca
CC(OC(=O)C1CC2CCCC(C1)C2=O)C(=O)Nc1cccc([N+](=O)[O-])c1 (stereo not given),-1,3,-5,0.6,8,-8,7,-6,-8
O=[N+]([O-])c1ccc2nc(CN3CCCCC3)[nH]c2c1,-4,1,-12,0.3,4,-1,10,-4,-4

# Assay outcomes (PubChem BioAssay)
